Screening results as filed in PubChem.
KCNH2 3.1 inh – qHTS for Inhibitors of KCHN2 3.1: Mutant qHTS. 340,000 tested, 0.95% active. activity change, % (tested at about 1.8 µM). U2OS KCNH2 3.1, thallium flux FluxOr; stronger effect = lower value;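 active = maximum activity change below -70%; inconclusive = maximum activity change from -70% to -50%; inactive = maximum activity change above -50%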;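 also: thallium influx rate constant from kinetic fluorescence after stimulation buffer; % is scaled to controls: 0 for no effect and ±100 for the full control effect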
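Kinetic fluorescence (2 min after stimulation buffer) measures Tl+ influx through KCNH2 3.1 expressed by viral transduction in U2OS cells; the rate constant is normalized against DMSO controls serving as positive and negative references.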
ELG1 DNA repair – qHTS screen for small molecules that inhibit ELG1-dependent DNA repair in human embryonic kidney (HEK293T) cells expressing luciferase-tagged ELG1 | HEK293T ELG1-luciferase reporter, luminescence, 16 h; DNA damage induced by 5-fluorouridine | Potency, µM (top dose mostly 46.1 µM), inactives show at the top dose activity change, negative = inhibition, actives largely listed as inhibitors | 330,000 tested, 2.3% active | AID 504467, 2011; also: potency is read from the fitted curve at half-maximal effect; % is scaled to controls: 0 for no effect and ±100 for the full control effect; nearly all actives have a fitted effect of over 55% in size
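Step one: seed 2,000 cells per well. Step two: pin-transfer compound or DMSO alongside 5-fluorouridine. Step three: incubate 16 hr, 37 °C, 5% CO2. Step four: add ONE-Glo, wait 30 min, read luminescence.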
MBNL1 CUG block – qHTS Assay for Inhibitors of MBNL1-poly(CUG) RNA binding | TR-FRET MBNL1-His/biotin-(CUG)12 binding, 665/545 ratio | Potency, µM (titrated, usually from 57.5 µM), for inactives: at the top dose activity change, negative = inhibition, actives largely listed as inhibitors | AID 2675, 2010 | Muscleblind-like protein 1 (Homo sapiens), Q9NR56 | 280,000 tested, 0.036% active; active = well fitted inhibition curve with a large enough effect in the signal ratio, with a control signal flat, not every such curve was filed as active; inconclusive = small, poorly fitted or top-dose-only effect, or effect the other way, or a change in a side signal; inactive = no such curve, though single readings can be large or run the other way; the % refers to the signal ratio; also: potency is read from the fitted curve at half-maximal effect; % is scaled to controls: 0 for no effect and ±100 for the full control effect
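His-tagged MBNL1 binding to biotinylated (CUG)12 RNA was measured by TR-FRET using terbium anti-His antibody (0.055 ng/ul final) and streptavidin-XL665 (5 nM final). Compounds were titrated 92 nM to 58 uM; 60 min at room temperature.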
Rab9 prom act – qHTS Assay for Rab9 Promoter Activators; Huh7 Rab9 promoter-luciferase reporter, luminescence, 24 h; Potency, µM (series often up to 9.22 µM), inactives show at the highest dose activation, negative = inhibition, hits mostly activators; 320,000 tested, 2.8% active; AID 485297, 2010; also: potency is read from the fitted curve at half-maximal effect; % of control where 0% means no effect; nearly all actives have a fitted effect of over 60% in size
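Cells were plated at 1500 per well in reduced-serum medium with 10% FBS and left 2 h. Compound in DMSO was then added for 24 h at 37 °C. Reporter signal was read by luminescence after 10 min with luciferase detection reagent.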
RORg inh – qHTS for inhibitors of ROR gamma transcriptional activity. Drosophila S2 Gal4-RORgamma UAS-luciferase reporter, 20 h. Potency, µM (titrated, usually from 53.6 µM), without a hit: at the top dose activity change, negative = inhibition, actives largely listed as inhibitors. 310,000 tested, 5.4% active; also: potency is read from the fitted curve at half-maximal effect; % is scaled to controls: 0 for no effect and ±100 for the full control effect; nearly all actives have a fitted effect of over 60% in size
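Using a luciferase readout, inhibitors were identified by reduced reporter activity in Drosophila cells coexpressing a copper-inducible Gal4–ROR gamma fusion and UAS-driven Photinus luciferase, incubated 20 hr after 700 uM copper sulfate.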
Menin MLL FP TR – qHTS Assay for Inhibitors Targeting the Menin-MLL Interaction in MLL Related Leukemias: Competition With Texas Red Labeled MLL-derived Mutant Peptide. Menin + Texas Red MLL mutant peptide, fluorescence polarization. Potency, µM (series often up to 61.6 µM), inactives show at the highest dose FP activity change, negative = inhibition, actives largely listed as inhibitors. 270,000 tested, 0.23% active. AID 1768, 2009; active = well fitted inhibition curve with a large enough effect in the polarisation, with a control signal flat, not every such curve was filed as active; inconclusive = small, poorly fitted or top-dose-only effect, or effect the other way, or a change in a side signal; inactive = no such curve, though single readings can be large or run the other way; the % refers to the polarisation; also: potency is read from the fitted curve at half-maximal effect; % of control where 0% means no effect; many of its hits are not listed in these tables
Gal4-VP16 FLuc – VP16 counterscreen qHTS for inhibitors of ROR gamma transcriptional activity; Drosophila S2 Gal4-VP16 UAS-luciferase, luminescence, 20 h; 310,000 tested, 3.5% active; AID 2546, 2010; Potency, µM (titrated, usually from 53.6 µM), for inactives: top-dose activity, negative = inhibition, usual class: inhibitors;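 also: Gal4-VP16 expression switched on by copper sulfate through the metallothionein promoter; potency is read from the fitted curve at half-maximal effect; % is scaled to controls: 0 for no effect and ±100 for the full control effect; nearly all actives have a fitted effect of over 50% in size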
FLuc counter – qHTS profiling assay for firefly luciferase inhibitor/activator using purifed enzyme and Km concentrations of substrates (counterscreen for miR-21 project). purified FLuc, Km substrates, luminescence inhibition. Potency, µM (doses to about 57.5 µM), for the others: at the top dose activity change, negative = inhibition, most hits filed as inhibitors. 360,000 tested, 6.9% active;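 also: potency is read from the fitted curve at half-maximal effect; plate controls were vehicle for no effect and reference inhibitor for full effect; nearly all actives have a fitted effect of over 55% in size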
Target sequence (P08659 whole entry, looked up): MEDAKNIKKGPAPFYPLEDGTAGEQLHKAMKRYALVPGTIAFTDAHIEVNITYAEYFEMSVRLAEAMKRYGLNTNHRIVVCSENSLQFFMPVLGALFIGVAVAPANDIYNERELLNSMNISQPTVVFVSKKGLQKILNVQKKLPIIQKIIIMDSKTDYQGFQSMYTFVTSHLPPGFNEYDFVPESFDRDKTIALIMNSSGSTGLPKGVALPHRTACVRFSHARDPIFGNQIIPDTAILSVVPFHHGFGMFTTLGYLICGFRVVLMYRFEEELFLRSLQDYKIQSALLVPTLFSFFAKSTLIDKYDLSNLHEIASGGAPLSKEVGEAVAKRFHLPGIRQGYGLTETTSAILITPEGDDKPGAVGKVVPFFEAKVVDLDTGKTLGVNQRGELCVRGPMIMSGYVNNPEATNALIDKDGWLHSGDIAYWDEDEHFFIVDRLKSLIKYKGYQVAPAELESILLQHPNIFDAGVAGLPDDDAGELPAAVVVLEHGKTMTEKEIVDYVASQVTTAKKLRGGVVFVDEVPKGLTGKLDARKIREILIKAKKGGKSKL
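Purified P. pyralis luciferase, 10 nM final, with Km-level 10 uM D-luciferin and 10 uM ATP in 50 mM Tris acetate pH 7.5, 10 mM Mg acetate, 0.01% Tween-20, 0.05% BSA; 6-point qHTS titration about 60 µM downward; luminescence read.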
PKM2 act – qHTS Assay for Activators of Human Muscle isoform 2 Pyruvate Kinase | Pyruvate kinase PKM (Homo sapiens), P14618 | purified PKM2, Kinase-Glo ATP luminescence, activation; response scale: 0% is enzyme alone, no compound | Potency, µM (top dose mostly 57.5 µM), inactives show top-dose activation, most hits filed as activators | 260,000 tested, 0.34% active; also: potency is read from the fitted curve at half-maximal effect; % is scaled to controls: 0 for no effect and ±100 for the full control effect; nearly all actives have a fitted effect of over 55% in size
Target sequence (P14618 whole entry, looked up, canonical isoform): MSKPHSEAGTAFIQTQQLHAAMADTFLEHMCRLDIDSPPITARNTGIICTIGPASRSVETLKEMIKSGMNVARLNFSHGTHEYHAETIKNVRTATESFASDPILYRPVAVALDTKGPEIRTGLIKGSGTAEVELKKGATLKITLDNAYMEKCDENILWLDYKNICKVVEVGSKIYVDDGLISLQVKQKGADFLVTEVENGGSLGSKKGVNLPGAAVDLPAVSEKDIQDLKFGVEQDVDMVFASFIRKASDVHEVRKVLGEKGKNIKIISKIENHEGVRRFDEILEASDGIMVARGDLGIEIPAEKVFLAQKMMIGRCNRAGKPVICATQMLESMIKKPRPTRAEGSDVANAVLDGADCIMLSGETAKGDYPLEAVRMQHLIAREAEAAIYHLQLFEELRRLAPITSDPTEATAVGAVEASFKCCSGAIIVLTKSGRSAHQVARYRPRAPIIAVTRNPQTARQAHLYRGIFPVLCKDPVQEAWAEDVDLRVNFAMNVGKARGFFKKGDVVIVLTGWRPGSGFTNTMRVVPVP
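Purified hPK-M2 (>95% pure) converted ADP (0.1 mM final) to ATP with 0.5 mM PEP in 50 mM imidazole pH7.2, KCl, MgCl2, Tween 20, BSA; 1 h at room temperature. ATP detected by Kinase-Glo luminescence.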
Mito fusion act – qHTS Assay for Small Molecule Inhibitors of Mitochondrial Division or Activators of Mitochondrial Fusion; S. cerevisiae fusion-defective mutant growth rescue, CellTiterGlo 48 h; Potency, µM (doses to about 46.1 µM), for the others: at the top dose growth rescue (activation), hits mostly activators; 320,000 tested, 0.23% active; AID 485298, 2010;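 also: potency is read from the fitted curve at half-maximal effect; % of control where 0% means no effect; nearly all actives have a fitted effect of over 45% in size; temperature-sensitive fusion mutants such as fzo1-1 at 37 °C on non-fermentable ethanol glycerol medium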
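Luminescent cell viability in 1536-well qHTS format served as the measure of rescued growth in ts fusion-mutant S. cerevisiae cultured on non-fermentable YPEG for 48 hours at 37C.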
NPC1 prom act – qHTS Assay for NPC1 Promoter Activators; Huh7 NPC1 promoter luciferase reporter, 24 h; Potency, µM (doses to about 9.22 µM), inactives show top-dose activation, most hits filed as activators; 320,000 tested, 2.4% active; AID 485313, 2010;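 also: potency is read from the fitted curve at half-maximal effect; % of control where 0% means no effect; nearly all actives have a fitted effect of over 60% in size; reporter is driven by a mutant NPC1 promoter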
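Huh7 cells stably carrying NPC1 promoter–luciferase, plated in Opti-MEM with 10% FBS for 2 h, were exposed to compound in DMSO for 24 h at 37 °C; luciferase reagent was added for 10 min and luminescence read.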
* hit, by the source's call; ? = inconclusive; / = no result given; & = joins results of further samples; [ ] = dose if it differs, or a comment. Unless noted, calls follow the shape of the dose curve; as a rule, active = well fitted curve in the direction sought with a large enough effect; inconclusive = small, poorly fitted or top-dose-only effect, or another doubt; inactive = no such curve, though single readings can be large; an effect the other way counts as inactive or inconclusive.

Values run as follows: KCNH2 3.1 inh | ELG1 DNA repair | MBNL1 CUG block | Rab9 prom act | RORg inh | Menin MLL FP TR | Gal4-VP16 FLuc | FLuc counter | PKM2 act | Mito fusion act | NPC1 prom act
- CC1CCN(c2oc(Cc3cccc4ccccc34)nc2C#N)CC1
    -9 | -6% | 0% | ? | 9% | -19%[11.7 µM] | 0% | -4% | -3% | 5% | -6%
- COc1ccccc1Cn1nnc2c(=O)[nH]c(C3CCN(C(=O)c4ccc(F)cc4)CC3)nc21
    4 | ? | 6% | -8% | 8% | 4% | -3% | -1% | -1% | 0% | -4%
- Cc1ccc(CNC(=O)CCC2CCCN(Cc3cccc4c3OCO4)C2)o1 (centres undefined)
    7 | -2% | 8% | -1% | 18% | / | 6% | 3% | 4% | -1% | -1%
- CC1CC(C)CN(C(=O)COC(=O)CCc2nc3ccccc3c(=O)[nH]2)C1 (centres undefined)
    -5 | 12% | ? | 10% | -14% | -20% | 11% | 0% | -3% | 11% | 1%
- CC(Sc1n[nH]c(-c2cccs2)n1)C(=O)Nc1ccccc1F (centres undefined)
    9 | 5% | / | -5% | / | / | / | -10% | / | -1% | -2%
- Cc1cc(OCC(=O)NC2CC2)c2c(C)c(C)c(=O)oc2c1
    -3 | ? | 4% | -4% | -22% | / | 1% | 0% | / | 2% | -10%
- N#C/C(=C(/O)COc1ccccc1)c1nc2ccccc2s1
    -19 | ? | -2% | -1% | -12% | ? | ? | 19µM* | 2% | 4% | -1%
- NNC(=O)c1ccc(S(=O)(=O)N2CCc3ccccc32)cc1
    -11 | -1% | -2% | -4% | 7% | 33%[activator] | -24% | 0% | 26% | -1% | 1%
- Cc1cccc(CCNS(=O)(=O)c2ccc3c(c2)NC(=O)CS3)c1
    1 | 14% | -15% | -4% | -2% | / | 5% | -2% | / | 1% | -5%
- Cc1ccc(N=Nc2ccc3ccccc3c2O)cc1
    13 | ? | 7% | 2.5µM* | -2%[1.91 µM] | ? | ? | 0.24µM* | -14% | -2% | 0.56µM*
- CCc1ccccc1-n1nnnc1SCC(=O)Nc1cc(C)on1
    -19 | -5% | 5% | -2% | ? | -21% | ? | -1% | 11% | -70%[inhibitor] | 0%
- Clc1cccc(Cl)c1COc1ccncc1
    5 | 13% | 1% | -2% | 12% | 14% | -5% | 7% | 7% | 1% | -6%
- Cc1cccc(Nc2nnc(-c3ccc(C(=O)N4C[C@H]5C[C@H](C4)c4cccc(=O)n4C5)cc3)c3ccccc23)c1
    -29 | ? | ? | -33%[inhibitor] | ? | -21% | -27% | -6% | 4% | -6% | 1%
- COc1ccc(N(C(=O)c2snc(C(N)=O)c2N)C(C(=O)NC2CCCCC2)c2ccc(F)cc2)c(OC)c1 (centres undefined)
    -4 | ? | -18% | -4% | -8% | / | -2% | 0% | / | -4% | -7%
- COc1ccc(CNC(=O)c2ccc(S(=O)(=O)N3CCCC3)cc2)cc1OC
    -12 | -15% | -14% | 19% | 55% | 3% | 0% | -3% | -10% | -1% | 5%
- COCCN(CCOC)C(=O)COC(=O)c1cc([N+](=O)[O-])ccc1Cl
    3 | 5% | ? | -2% | 17% | / | 9% | -1% | -2% | 2% | 0%
- CCOc1cc(N2CCCC2)ccc1[N+](=O)[O-]
    1 | -17% | ? | 1% | -2% | -10% | -5% | -2% | 2% | 2% | -2%
- CCc1ccc(C(=O)COC(=O)CNC(=O)c2ccc(N3C(=O)c4ccccc4C3=O)cc2)cc1
    -1 | -7% | 14% | -4% | -6% | ? | -12% | -12% | -2% | 1% | 0%
- O=C(CN1CCN(Cc2ccccc2)C1=O)NCCCN1CCOCC1
    3 | 12% | -7% | 6% | -12% | 6% | 3% | 6% | -2% | 1% | -3%
- Cc1cccc(N(CC(=O)NCc2ccc3c(c2)OCO3)C(=O)CCC(=O)Nc2ccccn2)c1
    10 | ? | 8% | -7% | -22%[10 µM] | -11% | -1% | 9% | -8% | 1% | 1%
- Cc1ccc(NC(=O)Cn2cc(C(F)(F)F)cc(Cl)c2=O)cc1S(=O)(=O)N1CCCCC1
    0 | ? | / | -7% | / | / | / | 1% | / | -8% | -4%
- COc1ccc(C2NC(=O)NC(C)=C2C(=O)Nc2cccc(C)c2C)cc1 (centres undefined)
    5 | -5% | -5% | -1% | -29% | 4% | 12% | 3% | 0% | -2% | -2%
- COc1ccc(C2c3ccc(O)cc3Oc3ncn(CCN4CCOCC4)c(=N)c32)cc1 (centres undefined)
    -6 | 0% | -1% | -8% | 17% | / | -4% | 0% | 3% | -1% | -2%
- O=C(O)c1cccc(-c2ccc(/C=N/n3cnnc3)o2)c1
    8 | 3% | ? | -1% | -4% | -21% | -1% | -6% | -2% | -2% | 2%
- CCCc1cc(C(=O)Nc2cc(C)ccc2O)no1
    9 | ? | -1% | -19% | 2% | 8% | ? | 2.7µM* | -16% | -2% | 27%
- Cc1ccccc1-c1nnc(SCC(=O)NC2CCCC2)n1C
    -18 | 6% | / | 0% | / | / | / | -2% | / | -3% | -1%
- CCn1c(=N)c(S(=O)(=O)c2ccc(F)cc2)cc2c(=O)n3ccccc3nc21
    -17 | -3% | ? | -6% | -6% | -6% | -4% | 2% | -3% | -1% | -3%
- Cc1ccc(C(C)C)cc1C(=O)CC1(O)C(=O)N(C)c2ccccc21 (centres undefined)
    -5 | -15% | 14% | -2% | 19% | -14% | 2% | 1% | 0% | 5% | -2%
- COc1cc(OC)c2ccc(=O)oc2c1C(CCN1CCN(c2ccccc2)CC1)c1ccc2c(c1)OCO2 (centres undefined)
    -25 | -22% | 9% | -3% | -1%&-14% | -1% | -10%&-14% | 1% | 2% | -16% | -2%
- COc1ccc(N(CN2C(=O)C3CC=CCC3C2=O)C(=O)c2ccco2)cc1 (centres undefined)
    -3 | 7% | 1% | -9% | 25% | -6% | -1% | 1% | -6% | -3% | -2%
- COc1cc(OC)cc(-c2c(-c3cccs3)c3cc(-c4cccc5[nH]ccc45)ccc3n2C)c1
    -2 | 2% | / | 0% | / | / | / | 3% | / | 13% | -6%
- CC1CCN(S(=O)(=O)c2ccc(-c3nnc(SCc4cccnc4)o3)cc2)CC1
    16 | -4% | 2% | -2% | 3% | ? | 2% | 0% | 24% | 0% | -2%
- CN(Cc1cccs1)C(=O)C1CCN(S(=O)(=O)c2ccccc2)CC1
    10 | 13% | / | -3% | / | / | / | -2% | / | -1% | 0%
- NS(=O)(=O)c1cc(C2(O)NC(=O)c3ccccc32)ccc1Cl (centres undefined)
    4 | 0% | -11% | -3% | -2%&-4% | 0%&-7% | -4%&-1% | 6% | -10% | -1% | -1%
- COc1ccccc1NC(=S)N(Cc1ccccc1)Cc1ccccn1
    -3 | 0% | 8% | 1% | 11µM* | 9% | ? | 0% | 9% | 13% | 0%

3 compounds already listed, sorted by the value under NPC1 prom act, ascending:
smiles	MBNL1 CUG block	Rab9 prom act	RORg inh	Menin MLL FP TR	PKM2 act	NPC1 prom act
CC1CCN(S(=O)(=O)c2ccc(-c3nnc(SCc4cccnc4)o3)cc2)CC1	2%	-2%	3%	?	24%	-2%
NS(=O)(=O)c1cc(C2(O)NC(=O)c3ccccc32)ccc1Cl (centres undefined)	-11%	-3%	-2%&-4%	0%&-7%	-10%	-1%
CN(Cc1cccs1)C(=O)C1CCN(S(=O)(=O)c2ccccc2)CC1	/	-3%	/	/	/	0%

These rows are one share of the data, so the mix of outcomes need not match the whole.
